Growth percent in the NCI-60 one-dose screen (48 h, 10 µM unless noted): 100 = growth as untreated, 0 = no growth, -100 = all killed.
DU-145 = DU-145 prostate cancer | 81,000 tested, 4.2% active
SF-539 = SF-539 CNS cancer; 81,000 tested, 6.8% active
PC-3 = PC-3 prostate cancer cells. 80,000 tested, 3.9% active. AID 1794754
HCC-2998 = HCC-2998 colon cancer; 79,000 tested, 4.7% active
HT29 = HT29 colon cancer; 81,000 tested, 7.4% active; AID 1794748
SNB-19 = SNB-19 CNS cancer cells | 81,000 tested, 2.5% active | AID 1794751
KM12 = KM12 colon cancer cells | 82,000 tested, 5% active
SNB-75 = SNB-75 CNS cancer; 79,000 tested, 5% active
SW-620 = SW-620 colon cancer; AID 1794795; 82,000 tested, 5.2% active
Numbers without * were called inactive; x = no result given; [ ] = another dose, or the depositor's remark. How the source made its calls: active means growth percent below 10; inactive means the rest.

nr	compound	DU-145	SF-539	PC-3	HCC-2998	HT29	SNB-19	KM12	SNB-75	SW-620
1	Cc1cn(Cc2ccc3ccccc3c2)c(=S)n1Cc1ccc2ccccc2c1	105	91	87	94	96	90	96	67	98
2	Cc1ccc(S(=O)(=O)NCCC2CC2[C@H](O)[C@@H](O)c2ccccc2)cc1 (some centres undefined)	106	92	97	112	111	103	105	84	103
3	COc1cccc2nc(Nc3ccc(NC(=O)c4ccc5c(c4)OCCO5)cc3)ccc12	100	86	106	97	95	110	100	93	108
4	CCCCC/C=C/C/C=C/CCCCCCCCNC(=O)Nc1ccc(C)cc1	118	107	98	106	100	106	112	122	96
5	CCOC(=O)n1c(O)c(N=NC(=O)c2ccc(S(N)(=O)=O)cc2)c2ccccc21	108	98	97	118	102	95	103	98	102
6	CN1C(=O)/C(=C/C2=Cc3ccccc3OC2)S/C1=N/c1nccs1	97	95	88	100	98	98	104	70	102
7	N#C/C(=C\c1cccc(F)c1)C(=O)c1ccccc1	106	110	97	109	116	108	105	x	103
8	C=C1C(=O)O[C@H]2[C@H]1CC/C(COC(=O)NCc1ccc(Cn3c(=O)sn(CCCl)c3=O)cc1)=C\CC[C@@]1(C)O[C@@H]21	37	83	79	120	15	99	95	85	-20*
9	CCCCCCC[C@@H](O)CC(=O)N[C@H](CCCCN)C(=O)N[C@H](Cc1c[nH]c2ccccc12)C(=O)NC(CCCCN)C(=O)N[C@H](CC(C)C)C(=O)N[C@H](Cc1ccccc1)C(=O)N[C@H](CCCCN)C(=O)N[C@H](CCCCN)C(=O)N[C@H](CC(C)C)C(=O)N1CCCC1C(=O)N[C@H](CCCCN)C(=O)N[C@H](Cc1ccccc1)C(=O)N[C@H](CC(C)C)C(=O)N[C@H](Cc1c[nH]cn1)C(=O)N[C@H](CC(C)C)C(=O)N[C@H](C)C(=O)N[C@H](CCCCN)C(=O)N[C@H](CCCCN)C(=O)N[C@H](Cc1ccccc1)C(=O)O (some centres undefined)	-77*	-31*	-55*	-49*	-53*	-46*	-63*	-62*	-52*
10	C/C(=N/O)c1ccc(NC(=O)Cn2nc(-c3ccccc3)nc2N)cc1	109	106	85	105	87	96	111	77	104
11	O=C1/C(=C\c2cn(C[C@@H](O)Cn3c4ccccc4c(=O)c4ccccc43)c3ccccc23)c2ccccc2N1c1c(Cl)cccc1Cl	109	91	64	104	93	88	97	81	88
12	CC[N+]1(C)CSC(=S)N(C)C1 (centres undefined)	x	117	93	116	104	116	120	115	121
13	Cn1cc(-c2nc(-c3ccc4ccccc4c3)cs2)c2ccccc21	110	98	89	99	85	95	92	88	92
14	CC(C)N(CCOc1cccc(-c2nc3sccn3c2-c2ccnc(S(C)(=O)=O)n2)c1)C(C)C	90	92	73	96	54	101	88	78	67
15	c1ccc(COc2nc(N3CCOCC3)nc3cc(NCc4cccnc4)ccc23)cc1	85	84	55	107	63	101	92	68	92
16	COc1ccc(C(=O)CSc2nnc(-c3ccncc3)n2-c2ccccc2)cc1	100	95	72	104	83	98	93	97	89
17	NC(N)=N/N=C/c1nccc2ccccc12	x	116	85	98	102	108	99	109	103
18	C=C1CC2(OC1=O)C(=O)N(CCCCCCCCCCCCN1C(=O)C3(CC(=C)C(=O)O3)c3ccccc31)c1ccccc12 (centres undefined)	99	87	65	93	87	90	94	x	26
19	CN(C)CCN1C(=O)c2ccccc2N(C)c2ccccc21	111	102	91	102	164	107	105	249	114
20	Clc1ccc(C(/C=C/c2sc(Cl)nc2Cl)=N/Nc2cc(Cl)cc(Cl)c2)cc1	112	106	97	112	103	96	105	101	106
21	O=c1c2ccccc2c(=O)n(-c2ccccc2)n1-c1ccccc1	124	88	101	104	116	x	113	91	113
22	CCOP(=O)(CCCc1cc2c(c(OC)c1OC)OCO2)OCC	107	105	103	111	98	94	100	94	101
23	C=C1CCC(C(C)C)[C@@H]2[C@H]1[C@H]1CC(=C)[C@]3(O)CC[C@@](C)(O3)[C@@H]2O1 (some centres undefined)	113	92	75	116	103	90	107	92	103
24	COc1ccc(OCOCOc2ccc(OC)cc2)cc1	106	89	91	115	99	97	99	84	99
25	CCN1CCN(Cc2ccc(NC(=O)Nc3nc4ccc(Oc5ccnc(C(=O)NC)c5)cc4s3)cc2C(F)(F)F)CC1	-16*	-85*	-63*	-34*	1.8*	x	-62*	-87*	-53*
26	Nc1c2nc[nH]c2c(N)c2[nH]c(=O)c(=O)[nH]c12	113	108	95	98	109	103	108	104	95
27	COc1cc(/C=C/C(=O)O)ccc1OC(C)=O	109	97	98	93	89	105	110	83	118
28	COc1ccc(-c2cc(-c3cccnc3)nc3sc4c(N)ncnc4c23)cc1OC	97	101	78	100	98	114	98	80	107
29	Cc1c2cnccc2c(C)c2c1c1cc(O)ccc1n2C(C)C	12	7.2*	x	21	25	18	3.7*	0.2*	2.6*
30	COc1cc(-c2nn(-c3ccc(NC(=O)Nc4ccc(Cl)c(Cl)c4)cc3)cc2-c2ccncc2)ccc1Cl	41	54	17	22	18	37	16	25	35
31	COc1cc(-c2nnc(CNc3ccc(F)c(Cl)c3)o2)ccc1O	105	96	93	110	79	111	106	92	111
32	C=C1C(=O)O[C@H]2[C@H]1CC/C(COC(=O)n1ccnc1C)=C\CC[C@@]1(C)O[C@@H]21	93	101	97	103	95	95	103	93	85
33	CC1CC=CCC1(CO)CO (centres undefined)	117	103	94	103	100	99	114	85	109
34	Nc1ncc(-c2ccc(NS(=O)(=O)C3CC3)cc2)[nH]1	108	96	97	105	105	93	106	101	102
35	CCCCC(/C=N/N=C(N)N)=N\N=C(N)N	104	98	93	106	105	96	102	x	99
36	CN(C)C1CCN(C(=O)c2ccc(NC(=O)Nc3ccc(-c4nc(N5CCOCC5)nc(N5CCOCC5)n4)cc3)cc2)CC1	3.0*[2.5 µM]	-53*[2.5 µM]	3.7*[2.5 µM]	x	-2.5*[2.5 µM]	1.9*[2.5 µM]	5.6*[2.5 µM]	-52*[2.5 µM]	8.1*[2.5 µM]
37	Nc1ccc(S(=O)(=O)Nc2cnc3ccccc3n2)cc1	115	110	91	107	105	106	108	105	109
38	Cc1cc(N)cc(C)c1-c1c(Br)cc(N)cc1Br	29	15	23	42	9.1*	37	24	2.4*	35
39	CCCCNc1nc(NC(C)(C)C)nc(NC(C)(C)C)n1	75	51	59	74	15	64	64	60	52
40	Cc1cccc(C)c1Nc1ccc2nnc(-c3ccncc3)n2n1	112	99	100	102	106	96	98	91	101
41	O=C(CNC(=O)c1nc(-c2ccccc2)n(-c2ccc(Cl)cc2)n1)NO	106	90	103	92	97	109	94	106	105
42	Cc1nc2cc(NC(=O)/C=C/c3ccc(Cl)cc3)ccc2c(=O)[nH]1	104	109	93	104	105	98	109	98	111
43	Cn1c(=O)[nH]c2nc(SC/C(=N/O)c3ccccc3)[nH]c2c1=O	105	101	95	108	107	98	100	91	100
44	CCCc1nn(C)c2c(=O)[nH]c(-c3cc(S(=O)(=O)N4CCN(C)CC4)ccc3OCC)nc12	113	111	91	108	99	103	103	104	115
45	O=C(c1cn[nH]c1-c1ccccc1)N1CCN(Cc2nc3sc4c(c3c(=O)[nH]2)CCCC4)CC1	96	102	103	103	96	91	100	97	96
46	COc1ccc(-c2nnc(SCC(=O)N3CCN(c4cc5c(cc4F)c(=O)c(C(=O)O)cn5C4CC4)CC3)n2-c2ccccc2)cc1OC	102	97	74	105	99	99	100	90	94
47	CCOC(=O)C1=Cc2c(-c3cc(Cl)ccc3O)nc(N)nc2C(C)(C)C1	107	92	86	104	95	98	98	64	100
48	CCSC(SCC)C(O)C(O)C(O)C(C)O (centres undefined)	108	94	93	106	98	101	100	85	106
49	CCOc1cc2c(Cl)ncnc2c(OCC)c1OCC	-56*	92	18	-45*	78	97	72	x	59
50	CCn1c2ccc(O)cc2c2c(C)c3c[n+](C(C)C)ccc3c(C)c21	30	39	61	43	55	7.7*	15	50	26

Ordered by SMILES length (descending): part of the list above
nr	compound	DU-145	SF-539	PC-3	HCC-2998	HT29	SNB-19	KM12	SNB-75	SW-620
46	COc1ccc(-c2nnc(SCC(=O)N3CCN(c4cc5c(cc4F)c(=O)c(C(=O)O)cn5C4CC4)CC3)n2-c2ccccc2)cc1OC	102	97	74	105	99	99	100	90	94
36	CN(C)C1CCN(C(=O)c2ccc(NC(=O)Nc3ccc(-c4nc(N5CCOCC5)nc(N5CCOCC5)n4)cc3)cc2)CC1	3.0*[2.5 µM]	-53*[2.5 µM]	3.7*[2.5 µM]	x	-2.5*[2.5 µM]	1.9*[2.5 µM]	5.6*[2.5 µM]	-52*[2.5 µM]	8.1*[2.5 µM]
30	COc1cc(-c2nn(-c3ccc(NC(=O)Nc4ccc(Cl)c(Cl)c4)cc3)cc2-c2ccncc2)ccc1Cl	41	54	17	22	18	37	16	25	35
47	CCOC(=O)C1=Cc2c(-c3cc(Cl)ccc3O)nc(N)nc2C(C)(C)C1	107	92	86	104	95	98	98	64	100
42	Cc1nc2cc(NC(=O)/C=C/c3ccc(Cl)cc3)ccc2c(=O)[nH]1	104	109	93	104	105	98	109	98	111
43	Cn1c(=O)[nH]c2nc(SC/C(=N/O)c3ccccc3)[nH]c2c1=O	105	101	95	108	107	98	100	91	100
40	Cc1cccc(C)c1Nc1ccc2nnc(-c3ccncc3)n2n1	112	99	100	102	106	96	98	91	101
39	CCCCNc1nc(NC(C)(C)C)nc(NC(C)(C)C)n1	75	51	59	74	15	64	64	60	52
27	COc1cc(/C=C/C(=O)O)ccc1OC(C)=O	109	97	98	93	89	105	110	83	118
49	CCOc1cc2c(Cl)ncnc2c(OCC)c1OCC	-56*	92	18	-45*	78	97	72	x	59
48	CCSC(SCC)C(O)C(O)C(O)C(C)O (centres undefined)	108	94	93	106	98	101	100	85	106
33	CC1CC=CCC1(CO)CO (centres undefined)	117	103	94	103	100	99	114	85	109

(cont.)
nr	compound	DU-145	SF-539	PC-3	HCC-2998	HT29	SNB-19	KM12	SNB-75	SW-620
51	O=C(/C(=C/c1ccc(O)cc1)c1ccccc1)c1ccccc1	102	102	77	106	95	103	97	84	108
52	CC(=O)OCc1cc(-c2nc3ccccc3[nH]c2=O)nn1-c1ccc(Cl)cc1	110	90	99	87	104	89	108	99	111
53	Clc1cccc(Cl)c1Cn1c(-c2cccs2)nc2ccccc21	100	100	41	100	90	99	90	83	103
54	CC1(C)c2[nH]c3ccccc3c2C[C@]2(C)[C@H]3CC=C4[C@@H]5C[C@](C)(C(=O)O)CC[C@]5(C)CC[C@@]4(C)[C@]3(C)CC[C@@H]12	80	84	57	76	74	63	62	88	80
55	O=C(/C=C1\C=CN(CCCCCCF)c2ccccc21)n1ccc2ccccc21	109	99	85	107	98	97	100	x	104
56	O=c1c2ccccc2nc(SCCN2CCOCC2)n1CCc1ccccc1	104	116	94	110	104	105	103	100	101
57	Cn1c(=O)cc(O)c2ccccc21	108	99	91	x	105	107	108	96	105
58	O=C1CSC(SC(=O)Oc2ccc(Cl)cc2Cl)=N1	113	145	x	99	104	113	121	102	107
59	NS(=O)(=O)c1ccc(CCn2c(-c3ccc(O)cc3)nc(-c3ccccc3)c2-c2ccccc2)cc1	112	95	104	114	111	96	104	118	109
60	CC(=O)Nc1cccc(CC(=S)N2CCOCC2)c1	117	110	104	113	106	114	103	95	100
61	O=S(=O)(Nc1ccc(-c2ccccc2)cc1)c1ccccc1	118	97	102	133	107	101	111	80	113
62	O=C(CCOCCOCCNC(=O)COc1ccc2c(c1)OCC(c1ccc(F)cc1)C2=O)NCCCC(O)(P(=O)(O)O)P(=O)(O)O (centres undefined)	103	102	101	111	109	97	102	83	102
63	O=C(O)C(=O)Cc1ccc(Br)cc1[N+](=O)[O-]	113	99	92	104	113	99	105	90	106
64	C=C1C(=O)O[C@H]2[C@H]1CC/C(COC(=O)NCc1ccc(Cn3c(=O)sn(CCI)c3=O)cc1)=C\CC[C@@]1(C)O[C@@H]21	17	79	76	107	40	97	92	81	-2.9*
65	Cc1ccc(/C=C/C(=O)Nc2ccc3oc(=O)ccc3c2)cc1	105	95	98	101	99	100	99	99	97
66	CC(=O)c1ccc(NC(=O)Cn2c(Sc3nc(-c4ccccc4)c(C#N)c(=O)[nH]3)nc3c2c(=O)n(C)c(=O)n3C)cc1	113	97	101	114	105	99	100	69	103
67	C[C@H]1[C@@H]2[C@H]3CC[C@@H]4[C@@]5(C)C/C(=C/c6ccc(C(F)(F)F)cc6)C(=O)C(C)(C)[C@@H]5CC[C@@]4(C)[C@]3(C)CC[C@]23COC1(C)[C@@H](C(=O)/C=C\c1ccc(C(F)(F)F)cc1)C3	106	99	92	104	103	87	101	87	102
68	CC(C)c1ccc2c(N)c(C(=O)Nc3ccc(F)cc3)sc2n1	87	90	82	106	84	90	87	110	x

Screening results from PubChem BioAssay.
